Bcl-xL primary: blocks human Bcl-xL binding to Bim BH3 peptide; inhibition, % at 10.9 µM; 0.7% of 320,000 active; GST-Bcl-xL / FITC-Bim BH3 peptide fluorescence polarization; Q07817;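 active = inhibition above the mean of all tested compounds plus 3 SD, cutoff set per campaign, cut at about 30% in these data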;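 note: 0% = DMSO wells and 100% = unlabeled Bim-BH3 peptide competitor; inhibitors lower millipolarization by displacing the labeled peptide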
Target sequence (Q07817 whole entry, looked up): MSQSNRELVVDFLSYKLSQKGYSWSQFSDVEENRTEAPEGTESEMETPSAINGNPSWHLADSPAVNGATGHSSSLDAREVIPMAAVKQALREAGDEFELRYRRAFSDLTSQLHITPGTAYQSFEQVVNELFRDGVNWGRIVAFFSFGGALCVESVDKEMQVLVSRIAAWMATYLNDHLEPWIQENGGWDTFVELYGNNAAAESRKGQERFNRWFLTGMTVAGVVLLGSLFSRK
VLA-4 inh: inhibition in a human VLA-4 binding assay; 0.2% of 330,000 active; inhibition, % (about 7 µM as worked out from the volumes in the protocol); AID 2557; VLA-4 expressing cells, ligand binding flow cytometry; P13612; in the data active = inhibition above about 50%
GRK2 inh: human GRK2 inhibition via aptamer displacement; P25098; bead flow cytometry, FAM-aptamer displacement from GRK2; inhibition of aptamer binding, % at 10 µM; 0.59% of 330,000 active; AID 488847;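 active = inhibition of aptamer binding above 40%, roughly 3 SD of noise, on plates passing a quality check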;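 note: median bead fluorescence of bound FAM aptamer so fluorescent compounds give negative values; no value below 0 was filed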
Fam108B inh: Fam108B inhibition, counter-screen for RBBP9 inhibitors; recombinant Fam108B, FP-Rh probe fluorescence polarization; inhibition, % at 9.51 µM; 0.33% of 300,000 active; AID 1947;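 active = inhibition above the screen mean inhibition plus 3 SD, computed separately per campaign, cut at about 18% in these data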;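 note: inhibitors lower polarization as less probe binds the enzyme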
AGP1-GFP MLPCN: yeast TOR pathway AGP1-GFP modulation; S. cerevisiae AGP1-GFP multiplex flow cytometry, 3 h; GFP as percent of DMSO wells; 0.02% of 320,000 active; GFP response vs DMSO, % at 10 µM; AID 2066;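 active = GFP response relative to DMSO above a set limit, near screen average plus 3 SD, cut at about 150% in these data; inconclusive = fewer than 70 cells counted for the yeast strain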;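 note: median GFP channel fluorescence of the gated AGP1 strain per well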
CIT2-GFP yeast: modulators of TOR pathway CIT2-GFP in S. cerevisiae; S. cerevisiae CIT2-GFP strain, flow cytometry, 3 h; 100 means same as DMSO wells; GFP response vs DMSO, % at 10 µM; 0.065% of 320,000 active;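 active = GFP response relative to DMSO above a set limit, near the screen mean plus 3 SD, cut at about 150% in these data; inconclusive = Fewer than 70 cells measured for a yeast strain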;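 note: ratio of well median GFP fluorescence to mean of DMSO wells on the plate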
MCL1-BIM inh: MCL1-BIM-BH3 interaction inhibition (human); inhibition, % at 10.9 µM; 0.68% of 320,000 active; AID 2057; Q07820; GST-MCL1 / FITC-Bim-BH3 fluorescence polarization;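 active = inhibition above the mean inhibition of all tested compounds plus 3 SD, set per campaign, cut at about 40% in these data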;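 note: 0% = DMSO wells and 100% = unlabeled Bim-BH3 peptide control; higher means more loss of mP so more displacement of Bim peptide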
Target sequence (Q07820 whole entry, looked up): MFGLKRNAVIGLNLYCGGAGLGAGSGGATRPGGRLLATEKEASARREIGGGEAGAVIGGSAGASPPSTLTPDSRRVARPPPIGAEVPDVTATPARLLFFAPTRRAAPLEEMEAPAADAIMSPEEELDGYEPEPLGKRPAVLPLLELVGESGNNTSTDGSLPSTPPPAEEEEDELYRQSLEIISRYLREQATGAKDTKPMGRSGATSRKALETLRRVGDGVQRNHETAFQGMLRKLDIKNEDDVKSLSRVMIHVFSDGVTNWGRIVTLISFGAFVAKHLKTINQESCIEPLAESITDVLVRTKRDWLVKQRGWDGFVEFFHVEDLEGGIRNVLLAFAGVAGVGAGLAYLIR
MEX-5 binding: C. elegans MEX-5 TCR-2 RNA binding activity; AID 1832; MEX-5/FITC-TCR2 RNA binding, fluorescence polarization; stronger effect = lower value; 0.38% of 300,000 active; activity score (negative = inhibition of binding), % at 10 µM;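 active = inhibition past about -25% in most replicates, and total fluorescence under double the plate's negative control median, limit read from the data; inconclusive = replicates evenly split on the limit, or fluorescence at least double controls; inactive = too little inhibition in most replicates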;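 note: 0% = DMSO and -100% = 5 µM competing unlabeled TCR2 RNA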
GLD-1 RNA inh: GLD-1-TGE RNA interaction inhibition (C. elegans) | Q17339 | purified GLD-1 + fluorescein TGE RNA, fluorescence polarization | inhibition, % at 5.96 µM | 0.44% of 320,000 active;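 active = percent inhibition above a per-plate cutoff, the plate mean of test compounds plus 3 SD, cut at about 30% in these data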;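 note: 0% = DMSO wells with GLD-1 and probe and 100% = wells lacking GLD-1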
Target sequence (Q17339 whole entry, looked up): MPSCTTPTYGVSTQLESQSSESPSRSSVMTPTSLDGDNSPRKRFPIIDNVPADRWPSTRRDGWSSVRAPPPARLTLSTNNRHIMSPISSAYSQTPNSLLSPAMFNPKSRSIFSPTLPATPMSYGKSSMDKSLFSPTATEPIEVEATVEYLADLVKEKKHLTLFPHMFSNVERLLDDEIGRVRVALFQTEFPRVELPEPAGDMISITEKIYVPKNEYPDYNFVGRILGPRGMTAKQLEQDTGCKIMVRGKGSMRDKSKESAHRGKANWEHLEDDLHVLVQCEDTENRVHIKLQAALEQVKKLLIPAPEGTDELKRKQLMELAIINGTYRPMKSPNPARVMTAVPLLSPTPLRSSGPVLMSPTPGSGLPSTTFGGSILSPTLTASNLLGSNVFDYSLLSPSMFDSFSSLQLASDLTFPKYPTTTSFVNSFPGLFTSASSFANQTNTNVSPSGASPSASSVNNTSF
Numbers without * were called inactive; ? = inconclusive; . = not tested or not shown; [ ] = remark or other dose.

Values run as follows: Bcl-xL primary | VLA-4 inh | GRK2 inh | Fam108B inh | AGP1-GFP MLPCN | CIT2-GFP yeast | MCL1-BIM inh | MEX-5 binding | GLD-1 RNA inh
CC1CCN(C(=O)CN2c3cccc4cccc(c34)S2(=O)=O)CC1
→ 0 | -6 | 5 | . | 108 | 103 | -4 | . | 1
C=CCn1cccc(C(=O)Nc2ccc(OC)c(OC)c2)c1=O
→ 7 | -73 | 48* | -1 | 86 | 93 | -3 | 1.8 | 3
O=C(NCCC1CCCCN1S(=O)(=O)c1cccs1)C(=O)Nc1ccccc1F (centres undefined)
→ 1 | 6 | 2 | 0 | 107 | 101 | -9 | -0.9 | 8
O=C(NCC1CCCCC1)c1cc(S(=O)(=O)N2CCCCC2)ccc1Cl
→ 7 | -11 | 0 | . | 99 | 99 | 3 | . | 1
CC(C)NC(=O)N1CCC(c2nc3ccccc3s2)CC1
→ 8 | 6 | 0 | 0 | 102 | 106 | 2 | 1.5 | 5
COc1cc(NC(=O)COC(=O)/C=C/c2c(C)nn(-c3ccc(F)cc3)c2Cl)cc(OC)c1
→ 4 | -1 | 1 | -31 | 101 | 100 | 3 | -0.1 | 10
COc1ccc(N(CC(=O)NCCSCc2cccc(Cl)c2)S(C)(=O)=O)cc1Cl
→ 7 | 0 | 0 | -3 | 99 | 100 | 8 | -0.2 | 0
CC(C)OC(=O)CSc1nc2cccnc2n1-c1ccc(F)cc1
→ 3 | 2 | 0 | 5 | 93 | 98 | -4 | -0.3 | -4
O=[N+]([O-])c1ccc(Oc2ccc(F)cc2Br)c2ccncc12
→ 3 | 10 | 1 | 5 | 91 | 93 | -4 | 0.4 | 9
Cc1ncoc1C(=O)N1CCCC(CCC(=O)NCc2ccccc2F)C1 (centres undefined)
→ 1 | -3 | 2 | -2 | 103 | 98 | -8 | 3.2 | 5
CCOC(=O)C1CCCN(c2ccc(NC(=O)c3snc4c(=O)[nH]c(C)nc34)cc2)C1 (centres undefined)
→ 5 | 5 | 0 | 5 | 99 | 103 | 1 | -10 | 3
C=CC[C@]12C=C(OC)C(=O)C=C1O[C@@H](c1ccc3c(c1)OCO3)[C@H]2C
→ 0 | -31 | 1 | 4 | 107 | 100 | -4 | 3.9 | 1
O=C(O)CCn1c(=O)n(CCC(=O)O)c(=O)n(CCC(=O)O)c1=O
→ 3 | -9 | 12 | 0 | 98 | 93 | 1 | -3.1 | -1
[O-][n+]1onc2c1CCc1nnccc1-2
→ 0 | 12 | 0 | -1 | 107 | 102 | 6 | -0.1 | -2
CC[C@H]1C/C=C\Cc2ccccc2[C@@H](C(=O)C[C@@H](O)CC(C)=O)OC1=O
→ . | -14 | 11 | . | 85 | 92 | . | . | -4
CCOC(=O)N1CCC2(CC1)CC(=O)c1c(ccc3oc(C(=O)O)c(C)c13)O2
→ 10 | 2 | 0 | -3 | 113 | 122 | 9 | -0.3 | 3
COc1cccc(C2=CC(=O)C[C@H](c3ccc(Cl)cc3)C2)c1
→ 5 | 0 | 0 | . | 90 | 86 | 0 | . | -1
CS(=O)(=O)Oc1ccc2c(c1)O/C(=C\c1cccc([N+](=O)[O-])c1)C2=O
→ . | 3 | 1 | . | 96 | 99 | . | -0.3 | .
O=C(CCCn1c(=O)oc2ccccc21)Nc1cccnc1
→ 2 | 4 | 0 | -1 | 98 | 94 | 4 | 1.6 | 6
Cc1cccc(NS(=O)(=O)c2ccc(C(=O)N3CC(C)OC(C)C3)cc2)c1C (centres undefined)
→ 5 | 4 | 0 | 0 | 108 | 98 | 8 | -1.0 | 3
COc1ccc(OC)c(C=Nc2ccccc2-c2nc3ccccc3[nH]2)c1
→ 8 | -14 | 0 | 1 | 102 | 94 | -1 | 1.6 | -4
O=C(Nc1ccc(Nc2ccccc2)cc1)C(Cl)(Cl)Cl
→ 5 | -2 | 1 | 7 | 94 | 79 | -2 | -0.4 | 5
COCCOC1CCN(C(=O)c2ccc(OC)c(OC3CCN(C(C)C)CC3)c2)CC1
→ 12 | -63 | 0 | 0 | 106 | 104 | 12 | 0.8 | 7
COc1ccccc1C1=Nn2c(COc3ccccc3)nnc2SC1
→ -4 | 17 | 2 | 5 | 85 | 78 | -13 | -0.1 | -4
O=C(NCc1cccnc1)c1cccc(NS(=O)(=O)c2ccc(Br)cc2)c1
→ -7 | -11 | . | 1 | 115 | 109 | -1 | -1.9 | -3
CCCNS(=O)(=O)c1ccc(Oc2ncc(C(F)(F)F)cc2Cl)cc1
→ 11 | -1 | 2 | -3 | 108 | 109 | 8 | 0.3 | 2
COC(=O)c1oc2ccc(Br)cc2c1NC(=O)c1ccccc1
→ 3 | 18 | 0 | -5 | 97 | 86 | -1 | 3.1 | 2
CC1(NC(=O)Nc2cc([N+](=O)[O-])ccc2O)CCS(=O)(=O)C1 (centres undefined)
→ -6 | 12 | 0 | . | 94 | 97 | -7 | . | -3
COc1ccc(Cl)cc1C(=O)OCC(=O)NCc1cccs1
→ -1 | 3 | 4 | . | 96 | 96 | -3 | . | -3
CC(=O)C1=C(C)OC(N)=C(C#N)C1c1cc([N+](=O)[O-])ccc1Cl (centres undefined)
→ -2 | -2 | 1 | 0 | 107 | 108 | 2 | -2.0 | -2
CC(=O)O/N=C(\N)c1cnn2c(C(F)(F)F)cc(C(F)(F)F)nc12
→ 4 | -1 | 2 | 1 | 114 | 102 | -2 | 0.5 | -6
Cc1ccc(N2CC(C(=O)OCC(=O)c3c(N)n(CC(C)C)c(=O)n(C)c3=O)CC2=O)cc1 (centres undefined)
→ -2 | -6 | 1 | 2 | 101 | 89 | 2 | 0.9 | 6
COc1cc(NC(=O)CN2CCCCC2)c(C)cc1[N+](=O)[O-]
→ -2 | 12 | . | -1 | 96 | 95 | -3 | 0.6 | 6
O=C(COc1ccccc1)c1cn(CC(=O)N2CCOCC2)c2ccccc12
→ 3 | -56 | 0 | -3 | 103 | 106 | 4 | 3.0 | -13
Cc1nc(SCc2ccc(F)cc2)c2oc3ccccc3c2n1
→ 3 | -12 | 3 | -3 | 92 | 90 | 2 | 2.2 | -2
O=C1N=C(N2C=CC(=C3C=CNC=C3)C=C2)/C(=C/N=NC(=O)c2ccccc2)S1
→ 10 | 15 | 2 | 0 | 102 | 105 | 12 | -2.1 | 13
CCCCn1c(/C=C/c2ccco2)nc2ccccc21
→ 16 | -1 | 0 | -6 | 106 | 102 | 17 | -0.7 | 4
CCCOc1ccc(NC2=CC(=O)CC(C)(C)C2)cc1
→ 0 | -34 | 0 | 2 | 106 | 110 | 2 | 2.0 | 4
COc1ccc(NC(=O)CN2CCN(c3ccccc3)CC2)cc1
→ 2 | 6 | 3 | -5 | 82 | . | 1 | -3.0 | 4
CCCOc1ccc(C(=O)Nc2ccc(Cl)cn2)cc1
→ 5 | 25 | 1 | -1 | 100 | 103 | -2 | 0.1 | 3
CCc1nnc(NS(=O)(=O)c2ccc(N3C(=O)c4ccccc4C3=O)cc2)s1
→ 2 | 28 | 0 | 2 | 102 | 108 | 3 | 1.9 | -5
CC(C)N(C(=O)CSc1nnc(CN2CCCCCC2=O)n1-c1ccccn1)C(C)C
→ -8 | -12 | 0 | -7 | 102 | 98 | -14 | 2.2 | 2
C=CCN(CC=C)C(=O)C(=O)c1cc(C)n(-c2ccc([N+](=O)[O-])cc2)c1C
→ -2 | 14 | 5 | -5 | 89 | 97 | -5 | 0.5 | 7
COc1ccc(Cl)cc1NC(=O)C(C)OC(=O)Cn1cc(C(F)(F)F)ccc1=O (centres undefined)
→ 7 | -15 | 5 | . | 94 | 91 | 8 | . | 2
Cc1nc2ccn(Cc3ccccc3)c(=O)c2cc1C(=O)N1CCN(c2ccc(F)cc2)CC1
→ 5 | -108 | 5 | 2 | 96 | 95 | 7 | -2.9 | -5
COc1ccc(S(=O)(=O)Cc2ccc(C(=O)O)o2)cc1
→ 2 | 19 | 0 | 2 | 91 | 104 | -3 | 1.5 | -1
Cc1ccnc(NC(=O)c2cccc(NC(=O)CC3SC(N4CCCCC4)=NC3=O)c2)c1 (centres undefined)
→ 5 | -37 | 0 | . | 98 | 96 | 3 | . | 4
CCC(C)C(=O)Nc1cc(OC)c(OC)cc1C(=O)O (centres undefined)
→ -4 | 1 | 0 | 0 | 99 | 112 | 5 | -3.1 | 0
O=C(Nc1cc(S(=O)(=O)N2CCOCC2)ccc1N1CCOCC1)c1ccc(S(=O)(=O)N2CCCCC2)cc1
→ -6 | 11 | 5 | 0 | 109 | 111 | -10 | -2.0 | -7
COc1ccc(Cc2nnc(SCC(=O)c3cccc([N+](=O)[O-])c3)n2C)cc1
→ 4 | 18 | 2 | 4 | 105 | 102 | 3 | 3.1 | 7

Continued.
Values run as follows: Bcl-xL primary | VLA-4 inh | GRK2 inh | Fam108B inh | AGP1-GFP MLPCN | CIT2-GFP yeast | MCL1-BIM inh | MEX-5 binding | GLD-1 RNA inh
Cn1c2ccccc2c2cc(C(=O)N3CCN(CCO)CC3)sc21
→ 7 | -5 | 26 | -3 | 101 | . | 3 | 3.0 | 8
CC(=O)c1c(C)[nH]c(C(=O)OCC(=O)Nc2cccnc2Cl)c1C
→ . | 0 | 22 | . | 107 | 113 | . | . | 4
COc1ccccc1C(=O)Nc1ccc2c(c1)nc(CCNC(=O)c1ccco1)n2C
→ 4 | -6 | 0 | -3 | 101 | 101 | 5 | -3.1 | 2
Clc1ccccc1CSc1snnc1-c1ccccc1
→ 5 | -6 | 0 | 5 | 99 | 127 | 0 | -1.3 | -3
O=C(c1cc(-c2ccc3c(c2)OCO3)on1)N1CCN(c2ccc(F)cc2)CC1
→ 1 | -72 | 0 | -3 | . | 82 | 7 | 1.0 | 7
COc1ccc(OC)c(C2C3=C(CCCC3=O)Nc3nnnn32)c1 (centres undefined)
→ 0 | 2 | 0 | -2 | 99 | 102 | -1 | -2.3 | 1
Cc1ccc(N(C(=O)Cc2cccs2)C(C(=O)NC2CCCC2)c2ccncc2)cc1 (centres undefined)
→ 1 | -12 | 0 | -3 | 98 | 114 | -4 | 2.0 | -18
CC(=O)N1c2ccc(S(=O)(=O)N3CCCCC3)cc2CC1C(=O)Nc1ccc(C)cc1 (centres undefined)
→ 6 | 6 | 0 | -1 | 120 | 118 | 7 | -1.7 | 5
O=C(Cc1c[nH]c2ccccc12)OCCOC(=O)Cc1c[nH]c2ccccc12
→ 1 | 7 | 1 | 5 | 100 | . | 5 | 1.9 | 7
c1ccc(Cn2cnc3ccccc32)cc1
→ 3 | 10 | 1 | -3 | 93 | . | 2 | . | 3
Cc1ccc(C)c(S(=O)(=O)NC(Cc2c[nH]c3ccccc23)C(=O)O)c1 (centres undefined)
→ 1 | 15 | 0 | 4 | 91 | 93 | 0 | 0.1 | -7
CCN(CC)c1ccc(/C=N/NC(=O)c2c(Cl)c(C)nn2C)cc1
→ 4 | 4 | 1 | 0 | 14[may fluoresce violet] | ? | 4 | -3.0 | -1
Cc1ccc(NCC(=O)N/N=C/c2cc(O)ccc2[N+](=O)[O-])cc1
→ 8 | 7 | 1 | 12 | 94 | 105 | 8 | -0.9 | 4
CC(c1ccc(F)cc1)n1c(-c2ccc3ccccc3n2)n[nH]c1=S (centres undefined)
→ 0 | 6 | 0 | -4 | 98 | 99 | -10 | -0.7 | 5
OC(COC(c1ccc(F)cc1)c1ccc(F)cc1)CN1CCCC(C(F)(F)F)C1 (centres undefined)
→ 5 | 2 | 0 | 0 | 107 | 107 | 3 | 3.3 | 0
Cc1ccc(NC(=O)c2ccc(OC(F)F)cc2)cc1S(=O)(=O)N(C)C
→ 8 | -5 | 2 | 1 | 96 | 101 | 11 | -0.7 | 0

Bioassay records from PubChem.
